Bioassay records from PubChem.
hcGAS lum: inhibitors of human cGAS; AID 1259398; recombinant h-cGAS, ATP depletion, Kinase-Glo luminescence; actives 0.081% (n = 290,000); inhibition, % at 12.5 µM;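 further: 0% = vehicle reaction and 100% = reaction without DNA for no activity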
Target sequence (Q8N884 whole entry, looked up): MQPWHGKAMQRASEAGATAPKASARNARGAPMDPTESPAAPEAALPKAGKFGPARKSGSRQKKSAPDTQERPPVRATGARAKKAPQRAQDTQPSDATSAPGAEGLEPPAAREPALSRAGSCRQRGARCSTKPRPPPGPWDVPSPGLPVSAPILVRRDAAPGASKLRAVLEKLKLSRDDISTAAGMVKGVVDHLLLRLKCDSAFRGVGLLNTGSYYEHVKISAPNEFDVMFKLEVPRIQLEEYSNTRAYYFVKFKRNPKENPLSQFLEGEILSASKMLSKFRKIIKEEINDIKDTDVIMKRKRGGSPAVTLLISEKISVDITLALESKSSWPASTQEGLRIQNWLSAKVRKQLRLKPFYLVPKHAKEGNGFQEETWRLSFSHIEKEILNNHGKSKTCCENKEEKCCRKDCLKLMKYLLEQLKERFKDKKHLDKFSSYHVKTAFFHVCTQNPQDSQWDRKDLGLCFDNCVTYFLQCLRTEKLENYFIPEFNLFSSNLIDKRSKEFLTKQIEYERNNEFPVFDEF
mcGAS inh: blocks mouse cGAS activity. Q8C6L5. recombinant cGAS, Kinase-Glo ATP depletion luminescence. inhibition, % at 12.5 µM. actives 0.15% (n = 160,000). AID 1259399;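 further: 0% = negative control wells and 100% = reference inhibitor with no enzyme activity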
NPYLR7 agonist: mosquito NPYLR7 agonism; HEK293T NPYLR7/Galpha15, GCaMP6s calcium fluorescence; activation, % at 10 µM; actives 0.15% (n = 270,000); in the data active means activation above about 40%;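 further: 0% = vehicle and 100% = reference agonist at the receptor; some compounds past the cut are filed as inactive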
Starred values were filed as active, the others as inactive; · = not tested or not shown; & = joins results of further samples. Unless noted, no stated cut-off is given here; in the data, active means inhibition above about 40%; inactive means the rest. Hits appear at their usual frequency, and some 0.26% of all compounds hit somewhere here.

SMILES | NPYLR7 agonist | mcGAS inh | hcGAS lum
CCOC(=O)c1c(NC(=O)c2ccco2)c(-c2ccc3c(c2)OCO3)cn1C | 1 | 4 | 5
CCC1=C(C(=O)OC)C(c2cccc(F)c2)N2C(CC(=O)NCCN3CCCCC3)=CSC2=N1 (centres undefined) | · | -6 | -7
O=C(COCc1ccccc1)Nc1cccc(-c2cccc(-c3ccc(F)cc3F)n2)c1 | 4 | -7 | -5
CC(=O)N1CCN(c2cc(-c3ccccc3)nc(SCc3cccc(C(=O)O)c3)n2)CC1 | 14 | -4 | 0
O=C1C2C(C(=O)N1/N=C\c1cc3c(cc1[N+](=O)[O-])OCO3)C1C=CC2C12CC2 (centres undefined) | 10 | -4 | -1
Cc1ccc(C)c(Cn2nc(-c3cccs3)c3sc(N4CCOCC4)nc3c2=O)c1 | -1 | -9 | -11
CN(Cc1ccc2c(c1)OCO2)C(=O)c1n[nH]c2c1CCCC2 | -3 | · | -9
COc1ccccc1C(=O)N1CCN(c2c(-c3ccccc3)cnc3ncnn23)CC1 | · | -6 | -5
Cc1cnc(N2CCCC(c3cc(=O)[nH]cn3)C2)nc1N(C)C (centres undefined) | 2&4 | · | -2&2
CCOc1ccccc1CN1CCN(Cc2cnn(-c3ccc(C)cc3)c2)CC1CCO (centres undefined) | -13 | · | -4
O=C(CN1CCCC1c1nc2ccc(F)cc2[nH]1)N1CCOCC1 (centres undefined) | -1 | · | 3
CSc1nc(C)c2c(n1)OC(CBr)C2 (centres undefined) | 9 | · | 1
CC(=O)OCC(=O)[C@@]1(O)CCC2C3CCC4=CC(=O)CC[C@]4(C)C3[C@@H](O)C[C@@]21C (some centres undefined) | -8 | · | 4
COC(=O)C1C(C(C)C)N(c2ccccc2)OC1(C)O (centres undefined) | -1 | · | -1
C=C(C)CN1CCN(c2nc3c(c(=O)[nH]c(=O)n3C)n2CCCc2ccccc2)CC1 | 3 | · | -11
Cc1cccc(NC2(C(F)(F)F)N=C3SCCN3C2=O)n1 (centres undefined) | -3 | · | -8
CC(=O)c1cccc(N2C(=O)/C(=C/c3ccc(-c4ccc([N+](=O)[O-])cc4)o3)C=C2c2ccccc2)c1 | 1 | -2 | -5
O=C(NC[C@H]1C[C@H]2C=C[C@H]1C21CC1)c1coc(COc2ccc(F)cc2)n1 | 15 | · | -3
COCCN1CCCC(O)(CN2CCC(O)(Cn3ccnc3)CC2)C1=O (centres undefined) | 30 | · | -3
CCOc1ccc(N2C(=S)SC3CS(=O)(=O)CC32)cc1 (centres undefined) | 1 | · | 4
Cc1cc(C)n(C(C)C(=O)NC2CCN(Cc3cccc(O)c3)CC2)n1 (centres undefined) | 7 | -10 | -7
CCC(C)N(Cc1ccc(OS(=O)(=O)c2ccc(F)cc2)cc1)C(=O)Nc1ccccc1Br (centres undefined) | -2 | -6 | -11
CCn1cncc1S(=O)(=O)Oc1ccc(CCC(C)=O)cc1 | 10 | · | -13
CCCCCCn1c(N2CCN(c3ccccc3)CC2)nc2c1c(=O)[nH]c(=O)n2C | 4 | · | -1
Cc1ccc(CNC(=O)C2CCCC2)s1 | -4 | · | 3

4 of the compounds above, with each value named:
Compound: Cc1cccc(NC2(C(F)(F)F)N=C3SCCN3C2=O)n1 (centres undefined)
  NPYLR7 agonist: -3; mcGAS inh: ·; hcGAS lum: -8

Compound: CCOc1ccc(N2C(=S)SC3CS(=O)(=O)CC32)cc1 (centres undefined)
  NPYLR7 agonist: 1; mcGAS inh: ·; hcGAS lum: 4

Compound: Cc1ccc(CNC(=O)C2CCCC2)s1
  NPYLR7 agonist: -4; mcGAS inh: ·; hcGAS lum: 3

Compound: O=C(NC[C@H]1C[C@H]2C=C[C@H]1C21CC1)c1coc(COc2ccc(F)cc2)n1
  NPYLR7 agonist: 15; mcGAS inh: ·; hcGAS lum: -3

New compounds follow:
SMILES | NPYLR7 agonist | mcGAS inh | hcGAS lum
COCCNC(=O)CN1CN(c2ccccc2)C2(CCN(C(=O)/C=C/c3ccccc3)CC2)C1=O | -5 | -3 | -2
C=CCNC(=O)N1CCN(C(=O)CC2CCCCC2)CC1 | -6 | -14 | -12
CCc1nnc2n1N(C(C)=O)C(c1cccc([N+](=O)[O-])c1)=C(C(C)=O)S2 | 4 | · | -11
CCN(c1ccccc1)S(=O)(=O)c1cc(C(=O)O)cc(C)c1C | 6 | · | -3
Cc1cc(NC(=O)C23CC4CC(CC(C4)C2)C3)n(-c2nc3c(c(=O)[nH]2)CCC3)n1 | 7 | -7 | -9
COc1cccc(C(=O)Nc2c(C)nc3cc(C)ccn3c2=O)c1 | 4 | · | -16
CNS(=O)(=O)c1ccc(C(=O)N(C)c2ccccc2)o1 | 2 | · | -4
CN(C)c1ccc(NC(=O)c2cc(C(F)(F)F)cc(C(F)(F)F)c2)cc1C(=O)NCCc1ccccc1 | 22 | -4 | 0
O=C(NNC(=O)c1cc(=O)c2ccccc2o1)c1ccc(=O)n(Cc2ccc(Cl)cc2)c1 | -12 | -9 | -4
O=C(CCN1CCCCO1)N1CCCC(N2CCN(c3ccccc3)CC2)C1 (centres undefined) | 15 | · | -9
CCC1CN(C(=O)C2CCCCN2C(=O)c2ccccc2)CCO1 (centres undefined) | 8 | · | -6
CC(C)N1CCC(=NNC(=O)c2ccc(C(C)(C)C)cc2)CC1 | -4 | · | -6
COc1cc(OC)cc(C(=O)N2CCN(c3ccc(F)cc3)C(=O)C2C)c1 (centres undefined) | 1 | -4 | 1
Cc1cc(C)n(C(=O)c2c([N+](=O)[O-])cnn2C)n1 | -2 | -4 | -5
c1ccc(-n2cccc2CN2CCc3[nH]cnc3C2c2cccnc2)nc1 (centres undefined) | · | -12 | -8
Cc1ccc(/C=C/CC(=O)Nc2sccc2S(C)(=O)=O)cc1 | 7&-1 | -6 | -7&12
CCN(CC(=O)Nc1cc(C(C)(C)C)nn1-c1ccc(Cl)c(Cl)c1)S(=O)(=O)c1ccc([N+](=O)[O-])cc1 | -5 | 1 | 3
CC(c1ccccc1)n1c(SCC(=O)O)nnc1C1CCOCC1 (centres undefined) | 8 | -9 | -4
COc1cccc(-n2c(-c3ccccc3)cc(C(=O)N3CCN(C(=O)COCc4ccccc4)CC3)c2C)c1 | -3 | -3 | 7
CN(CC(=O)O)C(=O)CCc1ncc(-c2ccc(F)cc2F)o1 | 9 | · | -9
CCCNc1nc(SC)nc2c1cnn2CCNC(=O)c1cccc(OC)c1OC | · | -5 | -6
CC1CCCN(C(=O)c2cc3c(=O)n4ccccc4nc3n2C)C1 (centres undefined) | -2 | -7 | -6
Cc1cc(C)cc(CSc2nnc(C)n2C)c1 | 4 | · | -7
COc1cccc(C(=O)N(CC(=O)N2c3ccccc3-n3cccc3C2c2cc(OC)ccc2OC)C(C)C)c1 (centres undefined) | 9 | -5 | -5
Cc1nnc(C(C)N(C)CCCc2cc(-c3cccc(F)c3)n[nH]2)o1 (centres undefined) | -10 | · | -4

Of the compounds above, 4 contain a COOH group:
SMILES | NPYLR7 agonist | mcGAS inh | hcGAS lum
CC(=O)N1CCN(c2cc(-c3ccccc3)nc(SCc3cccc(C(=O)O)c3)n2)CC1 | 14 | -4 | 0
CCN(c1ccccc1)S(=O)(=O)c1cc(C(=O)O)cc(C)c1C | 6 | · | -3
CC(c1ccccc1)n1c(SCC(=O)O)nnc1C1CCOCC1 (centres undefined) | 8 | -9 | -4
CN(CC(=O)O)C(=O)CCc1ncc(-c2ccc(F)cc2F)o1 | 9 | · | -9

Further compounds follow.
SMILES | NPYLR7 agonist | mcGAS inh | hcGAS lum
COc1ccc2c(c1)N(O)C(=O)CO2 | 2 | · | -5
Cc1nnnn1-c1cc(N)ccc1C(=O)OC(C)C(=O)NCC(C)C (centres undefined) | 17 | · | -2
CC1=NC2=C(C(=O)CC(C)(C)C2)C(c2cccs2)C1C(=O)OCCOC(C)C (centres undefined) | -4 | 1 | 2
COC(=O)C(C)n1cnc2c(nnn2-c2ccc(F)cc2)c1=O (centres undefined) | 5 | · | -4
Cc1ccc(C)c(OC(C)C(=O)Nc2c(C)nc3ccc(Cl)cn3c2=O)c1 (centres undefined) | 5 | -9 | -8
Cc1ccc2oc(-c3cc(NC(=O)c4cc(Br)ccc4Cl)ccc3O)nc2c1 | 10 | -7 | -3
COc1ccc(S(=O)(=O)NC(=O)C2(C)CCN2C(=O)c2c(C)noc2C)cc1 (centres undefined) | -1 | · | -9
CC(C)(C)CC(=O)N1CCCC1C(=O)N1CCOC(c2ccc(F)cc2)C1 (centres undefined) | 7 | · | -10
COc1cc(N(C)Cc2csc(C(C)C)n2)ncn1 | -1 | · | -7
COc1ccc(-n2nnc3c(N4CCN(C(=O)C(C)(C)C)CC4)ncnc32)cc1 | -4 | -6 | -3
COc1ccccc1C1=NC(=Cc2cc(Cl)c3c(c2)OCCO3)C(=O)O1 | 11 | -5 | -1
O=C(NCCNc1nc(-c2ccccc2Cl)nc2ccccc12)c1ccccc1Cl | -15 | -1 | 1
COC(=O)c1ccc2c(c1)C1CC(C)(O2)N(c2ccc(C)c(C)c2)C(=O)N1 (centres undefined) | -2 | -8 | -13
CC(NCCC(=O)Nc1ccc(C(N)=O)cc1)C1=CCCCC1 (centres undefined) | 18 | -11 | -6
O=C1Nc2ccc(Br)cc2C1O (centres undefined) | 4 | -3 | 1
COCCOC(=NCCN1CCCC1)NC(=O)c1ccc(OC)cc1 | 0 | -5 | -7
CC(NCc1ccc2c(c1)nnn2C)c1ccc(F)cc1F (centres undefined) | 1 | · | -11
Oc1ccc(Cl)cc1Sc1cc(Cl)ccc1O | -17 | · | -5
O=C(Nc1cccnc1)c1nn2c(C(F)(F)F)cc(-c3ccco3)nc2c1Cl | 0 | -5 | -2
CCCCOc1ccccc1NC(=O)Oc1ccccc1 | -4 | · | 6
COc1ccccc1N1CC(O)(c2cccs2)[N+]2=C1CCCC2 (centres undefined) | -3 | -7 | -4
COc1ccc2[nH]cc(C(=O)c3ccncc3)c(=O)c2c1 | 6 | · | -2
CCc1ccc(C2COCCN2C(=O)Nc2ccc(C#N)cc2)o1 (centres undefined) | -2 | -3 | -6
O=C(NCCc1nc2ccccc2[nH]1)OCc1nccn1Cc1ccccc1 | -10 | · | -4
C=C=CSc1nnc2n(C)c(=O)c3c(n12)-c1ccccc1CC31CCCCC1 | 0 | -8 | -18
O=C(O)c1cc(-c2cccnc2)n(-c2ccccc2)n1 | 5 | · | -11
COc1cc(C2C(C(=O)c3cccs3)=C(O)C(=O)N2Cc2cccnc2)cc(OC)c1OC (centres undefined) | 0 | · | -6
COc1cc(Br)c(C2c3cc4c(cc3OC(=N)C2C#N)OCO4)cc1OC (centres undefined) | 3 | · | -3
CC(C)Oc1ccc(S(=O)(=O)N2CCOCC2)cc1NC(=O)CSCc1ccc(F)cc1 | 9 | -7 | -5
c1ccc(CCC2CN(Cc3ccsc3)CCO2)cc1 (centres undefined) | 14 | · | -4
C=CCCC(=O)N1CCC(=O)N(C)C[C@H]2COc3ccc(C)cc3[C@H]21 | 1 | 0 | 2
O=C(CSc1ccc2nnc(CCNC(=O)c3ccccc3)n2n1)Nc1nc2ccccc2s1 | -22 | 26 | 0
Cc1cnc(C(=O)N2CCN(Cc3ccc(-c4noc(-c5cccs5)n4)cc3)CC2)cn1 | 8 | -5 | 1
N#Cc1ccc(N=Nc2c(-c3ccccc3)[nH]n(-c3ccc([N+](=O)[O-])cc3)c2=O)cc1 | -5 | · | -8
Cc1ccc(CSc2nc(=O)n3cc(C)ccc3n2)cc1 | 2 | -7 | -7
CCn1c(CC2CCN(C(=O)c3cccc4ncccc34)CC2)nn(C)c1=O | 1 | · | 3
CN1C(=O)[C@]2(C)[C@H](c3ccccc31)[C@@H](C(N)=O)CN2C(=O)CC(C)(C)C | 2 | -5 | -3
CC(C)COc1nc(-c2ccccc2F)n(-c2ccc(NC(=O)c3cccc(Br)c3)cc2)n1 | 6 | -4 | -3
CCn1cc(C(=O)N(CCOC)Cc2cccs2)c(=O)c2ccc(C)nc21 | 6 | -13 | -9
CN(C)c1ncccc1CNC(=O)CCc1ccco1 | 14 | -13 | -9
Cc1ccc(SC(C)C(=O)NCc2c(C)cc(C)[nH]c2=O)cc1 (centres undefined) | 0 | -6 | -5
COc1ccc(CC(=O)Nc2cc(C)nn2-c2nc(C)c(C)c(=O)[nH]2)cc1 | 10 | -7 | -13
CN(C)CC/C=C1/c2ccccc2COc2ccccc21 | -10&-12&-5 | · | -3&-8&-1
O=C(OCc1nc2sc3c(c2c(=O)[nH]1)CCCC3)c1cc2c(s1)CCC2 | 5 | · | -1
Cn1c(SCC(=O)N2CCNC2=O)nnc1-c1ccco1 | -1 | · | -6
CN(C)c1nc2c(Br)c(Br)c(Br)c(Br)c2[nH]1 | -5 | 0 | 4
COC(=O)c1sc(NC(=O)c2ccc3nccn3c2)cc1C | 1 | · | -7
CNc1nc2cnc(Nc3ccc(O)cc3)cc2n1-c1cc(OC)c(OC)c(OC)c1 | -18 | -2 | 3
CC(c1ccc(Cl)cc1Cl)N(C)C(=O)NCCc1cnn(C)c1 (centres undefined) | 3 | · | 5
c1ccc2c(c1)C(=NCC1CCCO1)NC2=NCC1CCCO1 (centres undefined) | -2 | · | -2

(cont.)
SMILES | NPYLR7 agonist | mcGAS inh | hcGAS lum
COCCCN(CC(=O)N(CCc1c[nH]c2ccccc12)Cc1ccc(OC)cc1)C(=O)c1ccc(F)cc1 | -6 | -1 | 4
Cc1ccc(C(=O)Nc2ccc(N3CCN(C(=O)c4cccc(C)c4C)CC3)nc2)cc1 | -1 | 1 | 5
CC1CCC(N(C)C(=O)CCn2c(=O)[nH]c(=O)c3ccccc32)CC1 (centres undefined) | -1 | · | -14
CCC(NC(=O)NCC(O)c1ccccc1F)c1c(C)nn(C)c1C (centres undefined) | 4 | -14 | -8
Cc1nc(N2CCOCC2)ncc1-c1cc(=O)[nH]c(N2CCC(C)CC2)n1 | 2 | -8 | -10
CCN1CC(C)C(=O)N(Cc2cccnc2)C1=O (centres undefined) | 6 | · | -8
COC(=O)c1sc(S(=O)(=O)N2CCN(CCO)CC2)c(C(=O)OC)c1C | 3 | -4 | -8
